procasp3 activ: activators of human procaspase-3 D3A mutant, primary screen, biochemical, absorbance, PC-3 D3A mutant, single concentration. recombinant procaspase-3 D3A, Ac-DEVD-pNA absorbance 405 nm. AID 463141, 2010. hit rate 0.11% among 330,000. Caspase-3 (Homo sapiens), P42574. activation, % at 8.5 µM;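 active = activation above the mean of all tested compounds plus 3 SD, cut at about 21% in these data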;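 note: 0% = DMSO alone and 100% = DMSO wells spiked with extra 5 µM PC-3 D3A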
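Assay system – Procaspase-3 D3A mutant · Benchmarks – DMSO low control, extra-enzyme high control · Technique – 405 nm absorbance of p-nitroaniline, reads at 0 and 120 min · Doses – 8.5 µM nominal · Measure – % activation between DMSO and enzyme-spiked controls · Also added – Ac-DEVD-pNA chromogenic peptide substrate · Schedule – 1 h compound preincubation, 2 h substrate hydrolysis at 25 °C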
MEP2-GFP yeast: modulators of MEP2-GFP levels in yeast, primary screen, S. cerevisiae, multiplex flow cytometry, MLPCN library; hit rate 0.51% among 330,000; S. cerevisiae MEP2-GFP strain, 3 h; 100% = DMSO control level; GFP response vs DMSO, % at 10 µM;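 active = GFP response versus DMSO above a set limit, roughly screen mean plus 3 SD, cut at about 180% in these data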;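 note: median GFP fluorescence of the barcode-gated MEP2-GFP cells per well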
RPL19A-GFP yeast: RPL19A-GFP expression modulators in yeast, primary screen, cell-based, S. cerevisiae, multiplex flow cytometry, MLPCN; S. cerevisiae RPL19A-GFP strain, 3 h; hits give low values; percent response vs DMSO, % at 10 µM; hit rate 0.3% among 330,000; AID 2025, 2009;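 active = percent response vs DMSO below 50%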;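 note: median channel GFP fluorescence of the barcoded RPL19A-GFP strain; ratio of sample median GFP to plate DMSO average so 100% = DMSO; lower means less RPL19A-GFP as with rapamycin TOR inhibition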
ZTA counter: ZTA (EBV) inhibition in EBNA-1 counter-screen; inhibition, % at 11 µM; hit rate 0.15% among 320,000; P03206; ZTA-DNA binding, fluorescence polarization; in the data active = inhibition above about 33%
EBNA-1 inhibitor: EBNA-1 DNA-binding inhibitors, primary screen, biochemical, fluorescence polarization. inhibition, % at 14.8 µM. hit rate 0.34% among 300,000; in the data active = inhibition above about 28%
AHR act: AHR activators, primary screen, cell-based, luminescence, luciferase reporter, human; AHR-responsive luciferase reporter cells; AID 2796, 2010; activation, % at 5 µM; hit rate 2.5% among 320,000; in the data active = activation above about 47%;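 note: 0% = vehicle wells and 100% = reference agonist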
proCasp7 act: procaspase-7 activators, primary screen, counter-screen for procaspase-3 activator project, biochemical, absorbance, HTS, human | AID 463210, 2010 | Caspase-7 (Homo sapiens), P55210 | hit rate 0.093% among 330,000 | activation, % at 8.5 µM | recombinant procaspase-7, Ac-DEVD-pNA absorbance 405 nm; D23A/D198A/D206A triple mutant, cannot self-cleave; scale: DMSO 0, 5 µM enzyme 100;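 active = percent activation above the screen-wide mean plus 3 SD, cut at about 25% in these data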
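Test system: Procaspase-7 triple mutant (PC-7 D3A). Also added: Ac-DEVD-pNA substrate, 400 µM as added. Schedule: 1 h enzyme–compound preincubation and 2 h substrate reaction, both 25 °C. Signal: p-Nitroaniline absorbance at 405 nm, read at 0 and 120 min. Control set: low DMSO alone, high DMSO plus 5 µM PC-7.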
LAP4-GFP MLPCN: modulators of LAP4-GFP expression in yeast, primary screen, S. cerevisiae, multiplex flow cytometry, MLPCN library; 3 h; median GFP as percent of DMSO wells; GFP response vs DMSO, % at 10 µM; hit rate 0.34% among 320,000; AID 2023, 2009;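 active = GFP response vs DMSO above a set limit, about the screen mean plus 3 SD, cut at about 150% in these data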
* hit, by the source's call; · = not tested or not shown.

SMILES	procasp3 activ	MEP2-GFP yeast	RPL19A-GFP yeast	ZTA counter	EBNA-1 inhibitor	AHR act	proCasp7 act	LAP4-GFP MLPCN
CCc1ccc(C(C)NC(=O)C2(C)CC2(Br)Br)cc1 (stereo unspecified)	1.4	90.9	93.4	0.5	0.3	7.1	2.5	106.2
Cc1cc(C)c2oc(C(=O)N(Cc3cccs3)C3CCS(=O)(=O)C3)cc(=O)c2c1 (stereo unspecified)	6.9	97.6	98.2	4.1	3.1	-1.1	14.4	103.9
O=C1C(Cc2cccc([N+](=O)[O-])c2)SC(=Nc2ccccc2)N1c1ccccc1 (stereo unspecified)	-2.5	100.7	105.0	5.7	-9.1	1.7	-0.8	101.8
Cc1ccccc1NS(=O)(=O)c1ccc(C(=O)N2CCCC2)cc1	-7.4	86.4	90.2	-21.9	-13.6	-2.7	-5.5	108.3
CNC(=O)c1cc2cc(Cl)cc(OC)c2oc1=O	-4.9	107.3	102.6	-12.9	-5.0	8.8	2.5	104.7
COc1cccc(C(=O)Nc2nc3ccccc3s2)c1	2.3	101.9	98.1	-14.4	-5.5	33.2	2.1	100.1
c1ccc2cc(Cn3ccnc3)ccc2c1	-0.4	106.0	104.0	-1.0	-9.1	23.6	7.5	97.6
Cc1cc(-c2nn(-c3ccccc3F)cc2CNCCc2cnccn2)c(C)s1	0.2	108.0	102.8	-8.0	-1.1	15.4	3.7	105.6
CCCn1c(N)c(C(=O)CSc2nnc3n2CCCCC3)c(=O)[nH]c1=O	-0.9	100.0	94.6	11.3	·	-0.1	9.4	102.8
c1ccc(-c2nc(NCCCn3ccnc3)c3oc4ccccc4c3n2)cc1	-1.0	101.1	94.1	-19.1	-8.9	82.3*	-6.7	97.3
CCc1ccc(-c2nc(SCC(=O)N(CCOC)c3c(N)n(Cc4ccccc4)c(=O)[nH]c3=O)n[nH]2)cc1	3.0	104.4	113.4	1.8	0.8	-1.4	6.9	72.7
O=S(=O)(Nc1cccc(Br)c1)c1cccc2nsnc12	-2.5	102.6	103.8	13.0	-3.5	-2.6	8.7	86.8

Part of the list above with just AHR act, proCasp7 act and MEP2-GFP yeast.
SMILES,AHR act,proCasp7 act,MEP2-GFP yeast
CNC(=O)c1cc2cc(Cl)cc(OC)c2oc1=O,8.8,2.5,107.3
COc1cccc(C(=O)Nc2nc3ccccc3s2)c1,33.2,2.1,101.9
c1ccc2cc(Cn3ccnc3)ccc2c1,23.6,7.5,106.0

New compounds follow:
SMILES	procasp3 activ	MEP2-GFP yeast	RPL19A-GFP yeast	ZTA counter	EBNA-1 inhibitor	AHR act	proCasp7 act	LAP4-GFP MLPCN
CC1CCN(C(=O)C2CCC(CNS(=O)(=O)c3cccc4cccnc34)CC2)CC1 (stereo unspecified)	-0.6	110.9	94.3	-8.7	-8.1	-0.7	0.9	112.1
CCCC(CCC(=O)Nc1ccn(-c2ccccc2)n1)C(=O)O (stereo unspecified)	1.1	97.1	97.0	1.7	-6.3	-0.9	0.8	103.6
CN(c1ccc(OCC(=O)OCC(=O)Nc2ccccc2F)cc1)S(=O)(=O)c1cccs1	3.1	97.7	103.2	6.8	12.5	2.9	0.0	100.3
CCOc1cc(/C=C(\C#N)c2[nH]nc(N)c2C#N)ccc1O	-11.1	91.3	98.4	-8.1	-6.7	6.7	-4.8	93.0
O=C1NC(=S)S/C1=C\c1ccc(SCc2ccco2)o1	-30.9	93.9	95.0	92.4*	27.1	2.8	-33.4	119.1
Cc1ccccc1OCC(=O)Nc1ccccc1CO	-1.1	130.3	98.3	-8.9	-6.2	32.0	3.1	120.7
O=C(Nc1ccccc1C(F)(F)F)c1cc(-c2ccco2)on1	10.3	102.9	101.1	15.6	0.6	-6.7	-0.1	103.5
Cc1ccc(N=C2S/C(=C\c3cn(CC(=O)O)c4ccccc34)C(=O)N2C)cc1	2.4	100.6	100.0	8.6	9.9	20.4	0.1	94.0
COc1ccc(C(=O)/C=C/Nc2cc(C)ccn2)cc1	-2.8	96.6	93.1	8.3	-1.7	-2.3	-1.9	123.0
CNC(=O)COc1ccc(S(=O)(=O)Nc2ccccc2)cc1	-4.8	97.7	101.0	-7.4	-3.7	1.3	-8.6	96.5
Cc1ccc(-c2nn(C(C)(C)C)c3ncnc(N)c23)cc1	2.5	90.5	51.0	-1.6	-1.9	-0.6	3.8	190.4*
Cc1ccc(NS(=O)(=O)c2cccs2)nc1	-2.8	106.0	109.5	8.9	6.9	4.7	9.1	96.1

Individual results from the results shown.
For LAP4-GFP MLPCN, COc1ccc(C(=O)/C=C/Nc2cc(C)ccn2)cc1 reads 123.0
For RPL19A-GFP yeast, Cc1ccc(N=C2S/C(=C\c3cn(CC(=O)O)c4ccccc34)C(=O)N2C)cc1 reads 100.0

Next section:
SMILES	procasp3 activ	MEP2-GFP yeast	RPL19A-GFP yeast	ZTA counter	EBNA-1 inhibitor	AHR act	proCasp7 act	LAP4-GFP MLPCN
C=CCC(NCc1ccco1)c1ccc(OC)cc1OC (stereo unspecified)	-1.2	106.3	101.2	-3.1	-2.1	-2.0	0.2	102.4
O=C(CC1SC(=O)N(Cc2ccccc2Cl)C1=O)Nc1nccs1 (stereo unspecified)	2.5	105.0	96.6	8.7	0.6	19.7	4.1	101.9
CC(C)COC(=O)c1ccc(NC(=O)C2C3C=CC(C3)C2C(=O)O)cc1 (stereo unspecified)	5.3	97.8	106.2	-6.6	-4.5	0.6	-4.3	97.8
Cc1ccc(OCC(=O)NNC(=O)C(=O)N2CCCC2)c(C)c1	0.5	108.1	108.3	0.1	-2.1	-1.4	13.0	100.2
COc1ccc(Cc2c[nH]c(=O)[nH]c2=O)cc1	10.8	96.7	94.0	-7.0	2.4	0.0	0.2	·
CCN1CCN(C(=O)C2c3cc(OC)c(OC)cc3C(=O)N3CCc4ccccc4C23)CC1 (stereo unspecified)	-7.1	96.9	103.0	-4.2	2.2	2.2	9.1	104.6
O=C(Nc1ncc(C(F)(F)F)cc1Cl)c1ccc(S(=O)(=O)N2CCOCC2)cc1	-3.0	96.8	98.2	8.6	4.8	-0.3	-8.6	99.5
CCCC(C)NC(=O)c1cc(S(=O)(=O)N2CCCCCC2)ccc1OC (stereo unspecified)	6.6	94.1	88.7	-16.4	·	1.4	-5.8	87.8
Cc1ccc(C(O)(C(=O)NNc2ccccn2)c2ccc(C)cc2)cc1	4.8	101.6	114.3	21.2	16.8	-0.4	1.3	107.0
O=C(COC(=O)C(O)C(O)C(=O)OCC(=O)c1ccc(C(F)(F)F)cc1)c1ccc(C(F)(F)F)cc1 (stereo unspecified)	8.3	105.8	104.3	-6.8	1.3	0.9	13.5	108.2
CCC(C(=O)O)n1nnc(-c2ccc(-c3ccc(OC)cc3)cc2)n1 (stereo unspecified)	-7.7	105.8	94.8	11.2	-12.5	5.7	-5.1	109.4
O=C(COC(=O)c1cc(S(=O)(=O)N2CCOCC2)ccc1F)Nc1ccc(Cl)cn1	1.8	97.4	98.7	-7.0	·	8.7	6.2	99.2
Cc1cccc(C)c1OCCCCn1cnc2ccccc2c1=O	-7.5	110.3	98.2	15.8	17.2	5.6	17.4	111.8
NC(=O)c1c(NC(=O)Cc2ccccc2)sc2c1CCN(Cc1ccccc1)C2	-22.9	98.1	96.3	-1.6	-5.3	-4.8	-0.4	99.6
CCOc1ccc(N2CSC(=S)N(c3ccc(OCC)cc3)C2)cc1	0.5	96.2	100.5	5.0	-11.9	-0.9	0.4	104.5
O=C(CCN1C(=O)/C(=C/c2ccc(F)cc2)SC1=S)Nc1cc([N+](=O)[O-])ccc1O	-5.6	102.1	97.8	-3.7	7.9	1.5	-5.5	·
CC(=O)NC(Cc1ccccc1)C(=O)NC1CCN(C(=O)c2cnccn2)CC1 (stereo unspecified)	8.7	97.7	·	14.2	18.1	-1.0	0.5	94.5
O=[N+]([O-])c1ccc(Oc2cccc3cccnc23)c([N+](=O)[O-])c1	-7.3	109.1	98.0	6.7	0.8	53.1*	-5.2	108.1
O=C(COc1ccc2c(c1)oc(=O)c1ccccc12)NCCN1CCOCC1	-0.7	92.2	97.2	15.7	-2.7	-2.5	5.8	85.0
N/C(=N\OC(=O)Cc1cccs1)c1cccc([N+](=O)[O-])c1	2.1	93.9	98.7	-1.8	6.0	1.1	1.0	84.1
O=C1N/C(=C/c2cccs2)C(=O)N1Cc1ccc(Br)cc1	14.4	93.5	92.4	8.4	9.8	-0.7	0.4	93.8
Cc1ccccc1Cn1c(C)nc2ccccc21	-0.9	97.2	98.3	2.0	-0.5	-3.5	-4.6	106.8
CCN(CC)c1ccc2cc(-c3nc(-c4ccc(OC)cc4)cs3)c(=O)oc2c1	1.3	221.2*	118.7	7.8	7.2	6.5	-0.7	159.7*
CN1C(=O)CC(N2CCC(C(N)=O)CC2)C1=O (stereo unspecified)	-1.4	106.9	104.3	-3.9	-6.3	-2.7	-16.0	100.0
COc1ccc(C(=O)N2CCN(C(=O)c3ccco3)CC2)cc1	-0.9	102.7	97.0	18.6	-1.8	3.0	-2.8	98.7
Cc1ccc([N+](=O)[O-])cc1S(=O)(=O)Nc1ccc(-c2ccc(N3CCOCC3)nn2)cc1	-3.1	103.9	100.2	-0.3	10.4	3.2	6.8	97.2
Cc1ccc(CC(CC(=O)Nc2cccc(C(F)(F)F)c2)C(=O)O)cc1 (stereo unspecified)	3.3	101.0	105.4	-8.3	-5.4	-1.9	0.8	93.0
CCOc1ccc2c(c1)C(=NNC(=O)c1ccncc1)c1cc(OCC)ccc1-2	1.1	97.9	101.6	9.3	0.4	13.7	-2.3	81.0
CC/C(C)=N/Nc1nc(-c2cc3cccc(OC)c3oc2=O)cs1	-10.8	91.5	97.5	5.7	0.0	28.2	-6.6	110.3
CCCCOc1cccc(C(=O)NC(=S)Nc2ccc(Cl)c(C(=O)O)c2)c1	-5.0	119.4	96.6	9.6	2.6	-0.5	-12.7	138.9
COC(=O)[C@@]1(C)CC[C@]2(C)CC[C@@]3(C)C(=CC(=O)C4[C@@]5(C)CC[C@H](O)C(C)(C)[C@@H]5CC[C@]43C)[C@H]2C1 (stereo partly specified)	0.5	98.9	99.8	16.3	8.0	-1.2	-10.1	95.2
CCn1ncc(C2=NOC(C(=O)Nc3ccccc3C(=O)OC)C2)c1C (stereo unspecified)	8.5	105.3	102.3	-22.0	-5.8	1.4	2.2	107.8
CCOC(=O)N1CCC(n2c(=S)[nH]c3ccccc3c2=O)CC1	6.7	100.6	104.0	21.7	2.7	-4.2	6.5	101.6
COC(=O)c1cc2oc(C)cc2n1CC(=O)Nc1ccc(C)c(C)c1	4.6	103.4	94.6	5.3	5.4	12.2	-0.3	100.3
CCN(CC)S(=O)(=O)c1ccc(C)c(NC(=O)c2cc(C)oc2C)c1	2.4	94.8	95.6	-0.1	5.0	1.4	0.2	97.3
Cc1ncoc1C(=O)Nc1ccccc1-c1ccccc1	-0.3	99.5	99.0	-16.2	2.5	0.4	0.9	98.4
CN(CC(=O)NC(c1ccccc1)c1ccccc1)Cc1nc2ccccc2c(=O)[nH]1	10.5	104.6	105.1	0.4	-4.3	-1.0	4.7	101.0
COc1ccc(S(=O)(=O)N(C)C)cc1NC(=O)COC(=O)c1nc2nccc(C)n2n1	1.7	105.0	100.7	-12.9	2.2	5.0	11.1	102.7
